Source: PubChem BioAssay
SSB-PriA inh: inhibitors of Klebsiella pneumoniae PriA binding to SSB C-terminal tail. AlphaScreen SSBct-PriA binding, biotinylated peptide. AID 1272365. inhibition, % at 33 µM. 0.6% of 430,000 active; in the data active means inhibition mostly above about 37%, no sharp cut-off; inactive means mostly below about 20%;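 further: plate controls were negative control peptide for no effect and reference peptide for full effect; strong numbers were not always called active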
* hit, by the source's call; & = joins results of further samples. An excerpt; count on the stated rates, not on these rows.

A first look, 2 compounds:
SMILES	SSB-PriA inh
O=c1c2nc(N3CCCC3)sc2c(-c2ccco2)nn1Cc1ccccc1F	8
O=C(Nc1ncnc2nc[nH]c12)c1ccc(N2CCC(Cc3ccccc3)CC2)nn1	-4

The list itself (from the top)
SMILES	SSB-PriA inh
O=c1c2nc(N3CCCC3)sc2c(-c2ccco2)nn1Cc1ccccc1F	8
O=C(Nc1ncnc2nc[nH]c12)c1ccc(N2CCC(Cc3ccccc3)CC2)nn1	-4
COc1cc(C=Nc2ccc(Br)cc2)ccc1OC(=O)Oc1ccccc1	-2
COCCN1CCC(CNC(=O)C(=O)NCc2ccccc2)CC1	-27
COc1ccccc1-c1nnc2n1N=C(c1ccc(Cl)cc1)CS2	19
Cc1cc(=O)[nH]c(-n2nc(C)c(CCC(=O)NCc3cccs3)c2C)n1	4
CCN(CC)CCN(C(=O)c1ccc(S(=O)(=O)N(C)CC2CCCO2)cc1)c1nc2c(Cl)cccc2s1 (configuration not stated)	6
COc1cc(C=NNC(=O)c2nnn(-c3nonc3N)c2C(C)C)ccc1OCc1ccc(F)cc1	-4
O=C(NCC1(c2cccs2)CCOCC1)C(=O)Nc1cc(F)ccc1F	-6
Cc1ccc(N2CC(NC(=O)N3CCC4(CC3)OCCO4)CC2=O)cc1C (configuration not stated)	4
Cc1cc(C)nc(N=C(N)Nc2ccc([N+](=O)[O-])cc2)n1	-1
COCCCNC(=O)/C=C\C(=O)O	-4
CC(=O)N1CCc2ccc(NS(=O)(=O)CCOc3ccccc3)cc21	-9
COc1ccc(C=Nc2c(-c3ccco3)nc3ccccn23)cc1OC	-2
COc1ccc(-c2ccc(=O)n(CCCNS(=O)(=O)c3cccnc3)n2)cc1	-5
O=C(NCC1(O)CCCC1)C1CCCCC1	-12
COC(=O)c1ccsc1NC(=O)C1c2ccccc2Oc2ccccc21	-6&2
CN(C)C(=O)CSc1nc(N)cc(=O)[nH]1	-5
COc1cccc(OCC(=O)N2CCN(Cc3nc(-c4ccc(F)cc4)cs3)CC2)c1	3
CC(=O)Nc1ccc(SCCCC(=O)NCc2ccncc2)nn1	4

The last 5 compounds of the part above open the next one:
SMILES	SSB-PriA inh
O=C(NCC1(O)CCCC1)C1CCCCC1	-12
COC(=O)c1ccsc1NC(=O)C1c2ccccc2Oc2ccccc21	-6&2
CN(C)C(=O)CSc1nc(N)cc(=O)[nH]1	-5
COc1cccc(OCC(=O)N2CCN(Cc3nc(-c4ccc(F)cc4)cs3)CC2)c1	3
CC(=O)Nc1ccc(SCCCC(=O)NCc2ccncc2)nn1	4
CC(Cc1ccccc1)=NNC(=O)CNC(=O)c1ccccc1Cl	-6
CN(C)c1ccc(CCCNS(=O)(=O)Cc2ccccc2Cl)cc1	32
O=C(Nc1nnc(C2CC(=O)N(c3ccccc3)C2)o1)C1CCCN1S(=O)(=O)c1cccs1 (configuration not stated)	-10
NC(=O)C1CCN(C(=O)c2ccc(CSCc3ccccc3Cl)o2)CC1	-10
O=C(Nc1nc2c(s1)CN(C(=O)c1ccno1)CC2)c1ccsc1	-4
NC(=NOC(=O)Cc1ccccc1)c1ccc(Br)cc1	-93
COC(=O)N1CCC(CNC(=O)c2cc(C)cs2)CC1	2
O=Cc1sc(=O)n(-c2ccccc2)c1Cl	-2
Cc1nc2ccc(S(=O)(=O)NCCn3nc(-c4cccs4)ccc3=O)cc2s1	1
N#Cc1ccc(OC2CCN(C(=O)COc3ccc(Cl)cc3Cl)CC2)nc1	-27
CS(=O)(=O)N1CCc2nc(NC(=O)c3ccco3)sc2C1	4
CNC(=O)c1c(NC(=O)c2cc(Cl)ccc2Cl)sc(C)c1C	2
Cc1nnc(C2CCN(C(=O)c3ccc4nccnc4c3)CC2)s1	-13
CC(=O)N1CCc2ccc(NC(=O)c3cccc(C(F)(F)F)c3)cc2C1	-10
Nc1nc(-c2ccc(Cl)cc2)ns1	-13
O=C(NN=Cc1ccc[nH]1)c1cc(-c2ccc(Cl)cc2)nc2ccccc12	3
CC(=O)Oc1oc(-c2ccccc2)nc1C=Nc1ccccn1	-16
O=C(Nc1ccccc1-c1csc(-c2ccccc2F)n1)c1ccc(-n2cncn2)nn1	-1
CCOC(=O)C(C=Nc1nc(-c2ccccc2)c(-c2ccccc2)s1)C(=O)OCC	-23
Cc1cc2ncc3c(n2n1)CCN(C(=O)c1cnn(-c2ccccc2)n1)C3	-9

Quoted from the listing:
Reading for Cc1cc2ncc3c(n2n1)CCN(C(=O)c1cnn(-c2ccccc2)n1)C3 under SSB-PriA inh: -9
Reading for Nc1nc(-c2ccc(Cl)cc2)ns1 under SSB-PriA inh: -13
Reading for O=C(NN=Cc1ccc[nH]1)c1cc(-c2ccc(Cl)cc2)nc2ccccc12 under SSB-PriA inh: 3
Reading for NC(=O)C1CCN(C(=O)c2ccc(CSCc3ccccc3Cl)o2)CC1 under SSB-PriA inh: -10
Reading for CCOC(=O)C(C=Nc1nc(-c2ccccc2)c(-c2ccccc2)s1)C(=O)OCC under SSB-PriA inh: -23

More results.
SMILES	SSB-PriA inh
O=C(CSc1ccc(-c2ccc(-n3cccn3)cc2)nn1)NC[C@H]1CCCO1	-6
CC(=NNC(=O)c1cc(-c2cccnc2)nc2ccccc12)c1ccc(O)cc1O	-9
CCOC(=O)c1c(-c2ccc(C)c(C)c2)csc1NC(=O)CSc1nnc2ccccn12	3
O=C(COc1ccc(-n2cccn2)nn1)NC1CCCCC1	-9
COc1ccc(S(=O)(=O)N2CCN(c3nc4c(OC)ccc(C)c4s3)CC2)cc1	-15
CSC1CC2CCC(C1)N2C(=O)c1ccc(-c2cccs2)cc1 (configuration not stated)	12
Cc1cc(OC2CN(C(=O)CNC(=O)OCc3ccccc3)C2)cc(=O)o1	6
Cc1ccc(OC2CCN(C(=O)CSC3CCCC3)CC2)nn1	-7
O=S(=O)(c1ccc(Cl)s1)N1CCC(c2cccs2)CC1	-26
CCCCC1SC(=NN=Cc2ccco2)NC1=O (configuration not stated)	-13
CC(=O)N1CCc2c(sc(NC(=O)CCSc3ccc(C)cc3)c2C(N)=O)C1	0
COc1cc(OC)cc(C(=O)N(CCCN(C)C)c2nc3c(F)cc(F)cc3s2)c1	7
O=C(Cn1nnc2ccccc21)NN=Cc1ccco1	-11
CCCOc1ccc(C=NNC(=O)C(C)Sc2ccccn2)cc1OCC (configuration not stated)	9
CCOc1ccc(-c2cc(C(=O)Nc3nc(C)c(C(=O)OCC(C)C)s3)no2)cc1	-6
CSc1ccc2c(c1)sc(=NC(=O)Cc1cc(C)ccc1C)n2C	4
COc1ccc(S(=O)(=O)NCC2CCN(Cc3cccs3)CC2)cc1OC	-2
CCn1ccc(C(=O)Nc2ccc3c(c2)OCO3)n1	3
O=C(O)c1cccc(N=Cc2ccc(O)c([N+](=O)[O-])c2)c1	-4
CCCCCn1c(SCc2nc(-c3cccc(C)c3)no2)nc2ccsc2c1=O	-16
C[C@@H]1CCCCCCCCC(=O)OCCN(C(=O)OC(C)(C)C)[C@H](C)CCCCCCCCC(=O)OCCN(C(=O)OC(C)(C)C)[C@H](C)CCCCCCCCC(=O)OCCN1C(=O)OC(C)(C)C	6
CCN(CC)S(=O)(=O)c1ccc(C(=O)Nc2cc(-c3ccccc3)sc2C(=O)OC)cc1	-2
CSc1ccc(C(O)CNC(=O)N2CCNC2=O)cc1 (configuration not stated)	-7
O=C(Cc1ccc(NC(=O)N2CCNC2=O)cc1)N1CCOCC1	-11
C/C=C\C(=O)NCCn1ncc2c(=O)n(Cc3cccc(C(F)(F)F)c3)cnc21	-18
CC(C)c1ccccc1NC(=O)CCc1csc(NC(=O)c2ccc(F)cc2)n1	-1
Cc1cc(C)c[n+](C2=C([O-])c3ccccc3C(=O)C2=NS(=O)(=O)c2ccccc2)c1	-4
COc1ccc(NC(=O)c2ncc(-c3ccc(F)cc3)o2)cn1	-4
Cc1cc(S(=O)(=O)N2CCN(c3ccc(-c4ccccc4C)nn3)CC2)ccc1F	-10
O=C1C[C@H](c2nc3ccccc3[nH]2)CN1Cc1cccs1	-18
COc1ccc(S(=O)(=O)NCC(c2cccn2C)N2CCCC2)c(OC)c1 (configuration not stated)	-12
CCC(=O)Nc1nnc(-c2cc(C)nn2C)o1	1
COc1cccc(C(O)=C2C(=O)C(=O)N(CCN3CCOCC3)C2c2cccnc2)c1 (configuration not stated)	-3
O=C(Nc1cccc2c1C(=O)c1ccccc1C2=O)c1ccc(F)cc1	-10
COc1ccc(Cl)c2sc(N(CCN(C)C)C(=O)Cc3ccccc3)nc12	12
COc1ccc(-n2nnc(C(=O)Nc3cc(Cl)ccc3Cl)c2N)cc1	-13
CSc1ccccc1NC(=O)C(=O)NCC[C@H](O)c1cc(C)oc1C	13
O=C(Nc1ccccn1)C1CCN(c2ccc(-c3ccccc3)nn2)CC1	-3
CCCN1CCCc2cc(CCNC(=O)c3cc(OC)cc(OC)c3)ccc21	59
Cn1nc(C2CCN(C(=O)c3cc(-c4ccco4)on3)CC2)n(C2CC2)c1=O	-4
O=C(NCCn1ccn2nccc12)c1ccccc1C(F)(F)F	-10
COc1cc(C=Nn2c(-c3cc(C)[nH]n3)n[nH]c2=S)cc(OC)c1O	8
CC(Oc1ccc(Cl)cc1Cl)C(=O)Nc1cccc(-c2ccc(=O)n(C)n2)c1 (configuration not stated)	-19&-1
CCCN1CCCc2cc(CCNC(=O)c3cccc(F)c3)ccc21	41*
O=C(O)c1cccc(-n2cccc2C=NO)c1	-8
CS(=O)(=O)N1CCc2nc(NC(=O)C3CC=CCC3)sc2C1 (configuration not stated)	-19
CCOc1ccccc1C=NNc1cc(C)nc2ccc(C)cc12	-3
O=S(=O)(NCCSC1CCOCC1)c1ccc(Cl)s1	-1
O=C(NC(=S)Nc1ccc(N2CCOCC2)cc1)c1ccc([N+](=O)[O-])cc1	10
O=C(COc1ccc(Cl)cc1)NCCS(=O)(=O)N1CCN(c2ccccn2)CC1	-8
O=C(NCCn1ncccc1=O)c1c[nH]c(=O)n(Cc2ccccc2Cl)c1=O	-9
O=C1C=CC(=NOC(=O)c2ccc(Br)cc2)C=C1	-6
CC(/C=C1\SC(=S)N(NC(=O)c2ccccc2Br)C1=O)=C\c1ccccc1	-1
O=C(NCCCN1CCOCC1)C(=O)Nc1ccc(F)c(Cl)c1	-7
O=S(=O)(c1cccnc1)N1CCC(c2nnc(C3CC3)s2)CC1	-12
Cc1noc(C)c1S(=O)(=O)Nc1ccc(-c2ccc(=O)n(C)n2)cc1	-4
NC(=O)NCc1ccco1	-5
CN1C(=O)C(C)(C)COc2ccc(NC(=O)CCc3ccccc3)cc21	15
O=C(NCCn1ccc(-c2cccs2)n1)c1ccc2nsnc2c1	-11
Clc1ccc2c(c1)C=C(c1nnc(-c3cccnc3)o1)CO2	-3

Continuation:
SMILES	SSB-PriA inh
CC12CCC3C(CCC4CC(=O)/C(=C\c5ccc(Br)cc5)CC43C)C1CCC2O (configuration not stated)	8
O=C(O)c1ccc2c3c(ccc(C(=O)O)c13)C(=O)NC2=O	-32&8
COc1cccc(C=NN2CCN(c3ccncc3S(=O)(=O)N3CCCCC3)CC2)c1	5
N#Cc1cccc(N2Cc3cc(Br)ccc3OCC2=O)c1	-11
Nc1nnnn1N=Cc1ccco1	-14
CC(=NNC(=O)c1nnn(-c2nonc2N)c1-c1ccc2c(c1)OCO2)c1ccccc1	11
COc1ccc(-c2cc(C(=O)O)nc(=O)n2C)cc1	-9
COc1ccc(CC(=O)N2CCC(Oc3ncccc3C#N)CC2)cc1OC	-6
CC(=O)Nc1ccc(NC(=O)CC(C)=NNC(=O)C(=O)N2CCCC2)cc1	-25
Cc1noc(-c2cccn3c(CNC(=O)c4cc(C)oc4C)nnc23)n1	-19
COc1ccc(NC(=O)c2csc(Nc3ccc(OC(F)F)cc3)n2)c(OC)c1	-7
CCOc1ccccc1NC(=O)C(=O)NCCN1CCN(c2ccccc2F)CC1	0&2
CCSc1ccccc1C(=O)N1CCC(c2ccsc2)CC1	-1
Cc1noc(CCCNC(=O)c2coc(NC(=O)c3ccncc3)n2)n1	-2
COc1cc(C(=O)N2CCN(c3ccc(C(C)=O)cc3)CC2)ncn1	-29
COc1ccc(/C=N\N=C2\NC(=O)C(CC(=O)NC(N)=O)S2)c(C(=O)O)c1OC (configuration not stated)	-10
COc1cccc(CCNC(=O)c2nnc(-c3ccccc3)o2)c1	-14
Fc1ccccc1C1CC(c2ccc(Br)cc2)=NN1c1nc(-c2ccccc2)c2cc(Cl)ccc2n1 (configuration not stated)	-13
CC(=NNC(=O)CNC(=O)C1COc2ccccc2O1)c1ccco1 (configuration not stated)	-8
O=C(Cc1cccs1)NCCn1ncc2c(=O)n(Cc3cccc(Cl)c3)cnc21	-3&12
Cc1cc(NCc2ccccn2)n2nc(C(F)(F)F)c(-c3ccc(Cl)cc3)c2n1	-8
CCCCCCOc1ccc(C=NNC(=O)C2CC2)cc1	4
CNC(=O)Cc1csc(NC(=O)Cc2c(C)nc(SCc3ccccc3)[nH]c2=O)n1	-12
COc1cc(NS(=O)(=O)c2ccc3c(c2)CCCC3)ccc1N1CCCC1=O	10
Cc1nc(-n2nc(-c3cccs3)cc2NC(=O)c2cc3ccccc3o2)[nH]c(=O)c1C	-7
CCn1c(=O)c(C(=O)Nc2ccccc2C(F)(F)F)cc2cccnc21	5
O=C(NCCn1nc(-c2ccncc2)c2c1CCCC2)c1ccc(OC(F)(F)F)cc1	-13
Cc1sc2nc(SCc3ccc4c(c3)OCO4)n(-c3ccccc3)c(=O)c2c1C	-7&3
COc1ccc(C(C)=NN=C2NC(=O)CC(C(=O)O)S2)cc1F (configuration not stated)	-8
O=C(c1cc(-c2ccco2)[nH]n1)N1CCC2(CCc3ccccc3O2)CC1	8
CCCn1c(=O)c2sc(N3CCCC3)nc2n(CC(=O)Nc2ccccc2C(=O)OCC)c1=O	-7
Cc1noc(C)c1C(=O)N1CCC(Oc2ncccc2Cl)CC1	0
CCCCOc1ccc(C(=O)Nc2nc(-c3ccccc3)c(C(C)=O)s2)cc1	-3
